# DAGLB inh: DAGLB lipase inhibitors, primary screen, biochemical, fluorescence, HTS. HEK293T DAGLB membrane lysate, EnzChek fluorogenic substrate. inhibition, % at 5.17 µM. 0.059% of 340,000 active. Diacylglycerol lipase-beta (Homo sapiens), Q8NCG7; in the data active = inhibition above about 34%;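 note: 0% = enzyme with vehicle and 100% = wells lacking enzyme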
# Tat export inh: E. coli Tat export inhibitors, primary screen, MC4100, TorA-mCherry reporter, fluorescence, single point | inhibition, % at 10 µM | 0.036% of 340,000 active | AID 488895, 2010;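 active = mean replicate inhibition at least 50% and at least half of replicates individually reaching 50%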;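 note: exported cargo escapes ClpAP degradation while cytoplasmic cargo is degraded and loses fluorescence; 0% = median of neutral control wells and 100% = median of NaSCN control wells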
# CDK5 inh: inhibitors of human CDK5/p35 kinase, primary screen, biochemical, single concentration | Cyclin-dependent kinase 5 (Homo sapiens) + Cyclin-dependent kinase 5 activator 1 (Homo … | Recombinant CDK5/p35, ADP-Glo luminescence, 60 min | inhibition, % at 10 µM | 0.01% of 330,000 active;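 active = highest replicate inhibition of at least 50% and at least 75% of replicates reaching 50%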;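 note: plate controls were DMSO neutral control for no effect and GW8510 at 10 µM for full effect; many of its hits are not listed in these tables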
# Target sequence (Q00535 whole entry, looked up): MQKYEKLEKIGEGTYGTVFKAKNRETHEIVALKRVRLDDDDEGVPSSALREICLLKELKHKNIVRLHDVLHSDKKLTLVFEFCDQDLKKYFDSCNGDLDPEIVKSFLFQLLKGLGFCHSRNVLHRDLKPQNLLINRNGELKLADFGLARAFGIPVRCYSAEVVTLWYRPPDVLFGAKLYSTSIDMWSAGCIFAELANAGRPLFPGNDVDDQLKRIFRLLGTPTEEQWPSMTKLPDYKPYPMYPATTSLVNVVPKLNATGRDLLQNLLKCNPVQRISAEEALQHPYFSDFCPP
# Target sequence (Q15078 whole entry, looked up): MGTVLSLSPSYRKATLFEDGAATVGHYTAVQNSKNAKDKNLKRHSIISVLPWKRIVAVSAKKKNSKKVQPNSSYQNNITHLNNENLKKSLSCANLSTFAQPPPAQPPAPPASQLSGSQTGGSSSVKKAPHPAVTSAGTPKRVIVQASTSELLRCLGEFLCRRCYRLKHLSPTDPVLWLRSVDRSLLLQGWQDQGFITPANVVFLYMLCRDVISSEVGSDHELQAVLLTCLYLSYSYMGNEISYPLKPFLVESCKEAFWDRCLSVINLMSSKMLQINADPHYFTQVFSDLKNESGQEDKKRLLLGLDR
# PKA-R1A activ: activators of PKA-R1A holoenzyme, primary screen, biochemical, fluorescence polarization, Cy5-IP20, bovine R1A, mouse PKAc; cAMP-dependent protein kinase type I-alpha regulatory subunit (Bos taurus) + …; PKA-R1A dissociation; scaled: DMSO 0%, 113 µM cGMP 100%; AID 504707, 2011; activation, % at 11.4 µM; 0.083% of 340,000 active;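 active = percent activation above the mean of all tested compounds plus 3 SD, cut at about 19% in these data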;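 note: higher means more PKAc released from R1A so a rise in polarization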
# phage Ecoli inh: growth loss of phage-infected E. coli, primary screen, RecBCD inhibitor project, absorbance, with phage, HTS; inhibition, % at 11.9 µM; 0.26% of 360,000 active; AID 651602, 2012; in the data active = inhibition above about 11%
# HTR5A ag ctr: HTR5A agonists in luminescence cell assay, primary screen, counter-screen for OPRM1-OPRD1 heterodimer agonist project, full-deck HTS; 5-hydroxytryptamine receptor 5A (Homo sapiens), P47898; cell-based; activation, % at 9.3 µM; 0.61% of 340,000 active; in the data active = activation mostly above about 9.5%, no sharp cut-off; inactive = mostly below about 7.6%;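 note: 0% = cells with vehicle only and 100% = reference agonist; strong numbers were not always called active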
# Ecoli viability: E. coli V3065 growth inhibition, primary screen, counter-screen for AddAB inhibitor project, absorbance, OD600 | 18 h | inhibition, % at 11.9 µM | 0.27% of 330,000 active;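 active = inhibition above the campaign's mean inhibition across all tested compounds plus 3 SD, cut at about 9.9% in these data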;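 note: uninfected addAB+ strain grown without phage in ampicillin broth; 0% = DMSO wells and 100% = ciprofloxacin 0.95 µg/ml wells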
# Mot1-301 SUMO: yeast Mot1-301 growth rescue at high temperature, primary screen, SUMOylation pathway inhibitor project, S. cerevisiae, ATP luminescence, 38.5C. S. cerevisiae Mot1-301 growth rescue; percent above DMSO median, 100 means doubled. growth rescue, % at 18.8 µM. 1% of 320,000 active. AID 2716, 2010;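 active = every valid replicate shows activation above 250% relative to neutral control wells; inactive = the rest, any valid replicate at or below 250%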;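 note: OY570 slx delta 5 strain wells were the positive control but not used for scaling; some compounds called inactive have numbers as strong as hits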
# AddAB inh: growth inhibition of E. coli expressing H. pylori AddAB, primary screen, AddAB inhibitor project, absorbance; inhibition, % at 11.9 µM; 0.29% of 330,000 active; AID 435030, 2010; in the data active = inhibition above about 12%;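 note: 0% = vehicle wells of infected cells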
# PKA-R2B activ: activators of PKA-R2B holoenzyme, primary screen, biochemical, fluorescence polarization, Cy5-IP20, human; cAMP-dependent protein kinase catalytic subunit beta (Homo sapiens) + cAMP-dependent …; PKA-R2B holoenzyme dissociation; R2B truncated from residue 108, S112A mutant; 0% DMSO only, 100% 113 µM cGMP; activation, % at 11.4 µM; 0.079% of 340,000 active; AID 504700, 2011;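 active = activation above a cutoff set at the mean over all compounds plus 3 SD, cut at about 18% in these data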;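 note: higher means more holoenzyme dissociation and a rise in polarization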
# Target sequence (P31323 whole entry, looked up, other chains not shown, the tested form may be a part): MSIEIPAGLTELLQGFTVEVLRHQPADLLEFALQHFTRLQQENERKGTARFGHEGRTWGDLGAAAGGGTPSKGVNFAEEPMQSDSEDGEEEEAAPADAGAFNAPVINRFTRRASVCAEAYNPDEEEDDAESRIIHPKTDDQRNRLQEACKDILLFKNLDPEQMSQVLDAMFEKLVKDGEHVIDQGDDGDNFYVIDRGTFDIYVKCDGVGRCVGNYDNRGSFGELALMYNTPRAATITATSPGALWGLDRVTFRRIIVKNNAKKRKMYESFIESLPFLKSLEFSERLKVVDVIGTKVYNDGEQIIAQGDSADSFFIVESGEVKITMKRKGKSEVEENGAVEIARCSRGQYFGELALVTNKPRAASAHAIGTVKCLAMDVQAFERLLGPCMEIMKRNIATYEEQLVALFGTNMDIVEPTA
# HTR5A inv ctr: HTR5A inverse agonists in luminescence cell assay, primary screen, counter-screen for OPRM1-OPRD1 heterodimer inverse agonist project, full-deck HTS; AID 504634, 2011; 0.083% of 340,000 active; HTR5A cell line, inverse agonism; inhibition, % at 9.3 µM; 5-hydroxytryptamine receptor 5A (Homo sapiens), P47898; in the data active = inhibition mostly above about 23%, no sharp cut-off; inactive = mostly below about 18%;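 note: 0% = cells with DMSO and 100% = no-cell wells with DMSO; some compounds called inactive have numbers as strong as hits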
# Starred values were filed as active, the others as inactive; . = no result given. Hits appear at their usual frequency; any-hit rate near 2.3%.
no.	mol	HTR5A inv ctr	Mot1-301 SUMO	CDK5 inh	DAGLB inh	Ecoli viability	phage Ecoli inh	PKA-R2B activ	HTR5A ag ctr	Tat export inh	AddAB inh	PKA-R1A activ
1	O=C(c1cnc2n(c1=O)CCS2)N1CCc2ccccc21	-7	13	0.8	3	0.8	-0.3	-5	2	6	0.2	1
2	CCOc1ccc(NC(=O)CN(C)C(=O)C2CCN(c3ncnc4sc(C)c(C)c34)CC2)cc1OCC	3	0	-0.8	1	0.2	1.2	-7	5	-11	1.2	-9
3	CC(OC(=O)c1cc2sccc2n1C)C(=O)NC(C)(C)C (stereo unspecified)	5	-3	-0.1	-4	-0.2	2.3	-2	-2	-9	4.4	-1
4	Cc1ccc(-n2c(C)n[nH]c2=S)cc1C	26	5	0.0	-1	1.7	-1.7	-2	1	-6	5.6	-2
5	CN(CCC(=O)Nc1cc(S(=O)(=O)N(C)C)ccc1Cl)CC(=O)Nc1ccc(F)cc1	1	-6	0.8	2	-2.2	-1.1	-6	12*	10	0.8	-7
6	Nc1ccccc1Nc1cccc(C(F)(F)F)c1	8	-8	1.1	1	1.1	6.1	7	-3	4	-1.3	1
7	CC1CN(c2ccc(C(F)(F)F)cc2[N+](=O)[O-])CCN1S(C)(=O)=O (stereo unspecified)	-10	86	-4.6	3	-1.6	0.6	-1	1	0	2.8	6
8	COc1ccc(NC(=O)Cc2nnc(SCC(=O)Nc3ccc(F)cc3)n2C)cc1	-15	-8	-3.0	-1	1.0	2.2	11	5	-6	2.5	-2
9	Cc1cc(C)n2nc(SCC(=O)N(Cc3ccccc3)C3CCS(=O)(=O)C3)nc2n1 (stereo unspecified)	17	-5	-2.0	-2	-0.8	2.9	-12	-3	-7	2.7	-1
10	COc1ccc(C2C3C(C)=NN=C3CC(C)(O)C2C(C)=O)cc1 (stereo unspecified)	12	-8	-2.2	-3	0.3	2.9	-7	2	-4	0.5	2
11	O=C(Nc1ccc(Cl)cc1C(=O)N1CCCC1)c1cccc([N+](=O)[O-])c1	-3	-12	-0.1	0	-3.0	2.8	-2	1	-14	-1.3	1
12	COc1ccc(C2C(C#N)=C(N)OC3=C2C(=O)CCC3)cc1Cn1cc([N+](=O)[O-])cn1 (stereo unspecified)	7	-1	3.0	0	-1.1	2.6	-5	6	-5	-1.3	-4
13	CCC1Oc2ccccc2N(CC(=O)NCCCN2CCN(c3ccc(OC)cc3)CC2)C1=O (stereo unspecified)	-8	12	-1.0	-1	-1.9	2.2	-4	2	6	-1.4	-6
14	COC(=O)c1ccc(CSc2nc3ccccc3c(=O)n2C)o1	-2	4	-0.6	-3	-1.1	1.0	4	1	-11	2.5	1
15	CCOC(=O)c1ccc(NC(=O)NS(=O)(=O)c2ccc(C)cc2)cc1	1	10	1.3	-2	-1.9	0.5	11	0	0	2.4	-1
16	Cc1nc2cc(NC(=O)NCc3ccc4c(c3)OCO4)ccc2o1	10	-24	-1.7	3	1.5	-2.7	-11	1	-8	-0.2	-6
17	S=C(NCCCN1CCOCC1)N1CCN(c2cccc(Cl)c2)CC1	-8	8	-2.3	-1	-1.4	2.2	14	0	-4	-1.0	2
18	O=C(NCC1COCCO1)C1CCN(S(=O)(=O)c2ccccc2)CC1 (stereo unspecified)	-21	-3	-1.7	3	2.0	0.9	1	2	3	-1.8	-2
19	O=C(COC(=O)c1ccc(Cl)c(S(=O)(=O)N2CCCCC2)c1)NCCc1ccccc1	-25	.	-0.5	-7	.	1.5	-4	4	0	.	4
20	CCOC(=O)Cn1cc(C(=O)C2CC2)c2ccccc21	-4	-18	1.1	1	-1.7	3.2	8	-6	-2	-0.2	7
21	CSc1ccc(S(=O)(=O)N2CC(=O)Nc3ccccc32)cc1	23	-21	-0.5	-2	-1.7	1.4	9	3	-4	1.5	-5
22	O=C(/C=C/c1ccccc1)Nc1nc(-c2ccncc2)cs1	1	11	-1.1	1	-0.7	-0.9	-4	0	-7	-0.1	-8
23	CC(C)c1nc2sc3c(SCC(=O)NCc4ccco4)ncnc3c2c2c1CCC2	-27	3	2.1	0	-11	0.5	-6	3	6	2.0	-7
24	Cc1ccc(Cc2c(C)c(C#N)c3[nH]c4ccccc4n3c2=O)cc1	13	-7	2.1	1	3.0	2.8	10	3	-15	-0.8	-15
25	O=C(O)c1c(Cl)nc2ccccn12	13	11	1.1	1	1.4	3.3	10	-2	0	-1.7	3
26	O=C(CCNC(=O)c1ccccc1Cl)Nc1ccncc1	-14	-12	0.0	-1	-0.8	-0.2	13	4	-8	3.1	-6
27	Cc1cc2c(cc(C(=O)NCc3cccnc3)n2Cc2ccc(Cl)cc2)o1	-1	-3	0.0	0	-0.3	-1.0	-15	0	-10	1.6	-15
28	CCOCCCNC(=O)CN(Cc1ccc(Cl)cc1)S(C)(=O)=O	-16	5	-1.2	-3	-0.3	-0.3	3	-1	-2	2.6	3
29	Cc1ccc(C)c(N=Cc2cc3c(cc2[N+](=O)[O-])OCO3)c1	21	-17	-0.1	10	-0.8	3.2	-6	3	-2	-2.8	3
30	CCOC(=O)C(/C=N/c1cc(C)nn1-c1ccccc1)=C(\C)O	-12	-13	-2.1	-1	0.3	3.4	-3	5	12	1.1	-1
31	O=C(NCc1ccc(F)cc1)c1cc(C(=O)C2CC2)c[nH]1	-12	-2	0.0	-2	-0.5	0.2	5	5	-1	-0.7	11
32	Nc1c(C(=O)NCc2cccnc2)sc(=S)n1-c1ccccc1	-19	-13	0.6	0	0.2	2.4	-2	3	-2	-0.2	-1

# In the list so far, these contain two or more sulfur atoms.
no.	mol	HTR5A inv ctr	Mot1-301 SUMO	CDK5 inh	DAGLB inh	Ecoli viability	phage Ecoli inh	PKA-R2B activ	HTR5A ag ctr	Tat export inh	AddAB inh	PKA-R1A activ
9	Cc1cc(C)n2nc(SCC(=O)N(Cc3ccccc3)C3CCS(=O)(=O)C3)nc2n1 (stereo unspecified)	17	-5	-2.0	-2	-0.8	2.9	-12	-3	-7	2.7	-1
21	CSc1ccc(S(=O)(=O)N2CC(=O)Nc3ccccc32)cc1	23	-21	-0.5	-2	-1.7	1.4	9	3	-4	1.5	-5
23	CC(C)c1nc2sc3c(SCC(=O)NCc4ccco4)ncnc3c2c2c1CCC2	-27	3	2.1	0	-11	0.5	-6	3	6	2.0	-7
32	Nc1c(C(=O)NCc2cccnc2)sc(=S)n1-c1ccccc1	-19	-13	0.6	0	0.2	2.4	-2	3	-2	-0.2	-1

# Compound profiles (already shown). Order of screens: HTR5A inv ctr	Mot1-301 SUMO	CDK5 inh	DAGLB inh	Ecoli viability	phage Ecoli inh	PKA-R2B activ	HTR5A ag ctr	Tat export inh	AddAB inh	PKA-R1A activ
# `O=C(CCNC(=O)c1ccccc1Cl)Nc1ccncc1` across the screens: -14	-12	0.0	-1	-0.8	-0.2	13	4	-8	3.1	-6
# `CCOC(=O)C(/C=N/c1cc(C)nn1-c1ccccc1)=C(\C)O` across the screens: -12	-13	-2.1	-1	0.3	3.4	-3	5	12	1.1	-1

# Next structures.
no.	mol	HTR5A inv ctr	Mot1-301 SUMO	CDK5 inh	DAGLB inh	Ecoli viability	phage Ecoli inh	PKA-R2B activ	HTR5A ag ctr	Tat export inh	AddAB inh	PKA-R1A activ
33	NC(=O)C1CCN(c2ccc3c(c2)S(=O)(=O)c2ccccc2C3=O)CC1	-10	-1	2.0	-1	-0.6	1.5	-1	-5	-9	2.1	3
34	CCCOC(=O)c1ccc(NC(=O)c2ccc(Br)o2)cc1	3	5	1.5	-14	2.8	3.2	1	2	-1	4.1	-2
35	CCOC(=O)CC1C(=O)NCCN1C(=O)c1ccc(C)cc1 (stereo unspecified)	-1	5	0.2	0	-1.8	1.6	-13	0	-11	2.0	5
36	N#Cc1ccc(C(=O)Nc2cc(C3CC3)nn2-c2ccccc2)cc1	-8	3	0.7	0	-1.5	2.8	-1	2	-8	0.2	1
37	COC(=O)Nc1ccc(S(=O)(=O)Nc2cc(OC)nc(OC)n2)cc1	10	-14	-0.2	0	5.0	0.8	2	3	3	-0.4	-12
38	C/C(=N/NC(=O)CNC(=O)c1cccnc1)c1ccc(Cl)cc1	-3	9	-1.8	2	1.8	0.1	8	1	-1	-0.6	2
39	O=C(COc1nc2ccccc2nc1N1CCOCC1)NC1CCCCC1	-1	-23	-1.8	3	-1.1	2.8	2	0	-2	0.0	3
40	O=c1[nH]cnc2c1ncn2C1OC(CO)C(O)C1O (stereo unspecified)	11	.	-0.2	2	.	3.0	14	-3	0	.	6
41	CC(C)[C@H](NC(=O)c1ccc(Cl)c([N+](=O)[O-])c1)C(=O)NCc1ccc(F)cc1	-18	1	0.3	2	-2.8	2.0	-8	-1	-1	-1.6	5
42	O=C(CSc1ccc(Br)cc1)NCC(c1ccco1)N1CCCCC1 (stereo unspecified)	8	-13	-1.4	-3	2.5	0.5	-6	-1	0	1.7	-7
43	Cc1ccc(NC(=O)c2cc(NC(=O)c3ccco3)ccc2N2CCCCC2)cc1	-40	-21	0.7	1	2.9	0.5	1	-4	-4	1.2	4
44	c1ccc(-c2nc(NCCCn3ccnc3)c3oc4ccccc4c3n2)cc1	4	5	1.2	-1	-0.5	0.5	-2	0	3	-0.8	-22
45	O=C(Cn1cccc1C(=O)c1ccccc1)NCCCc1ccccc1	-21	-4	1.5	-3	-0.2	-2.9	-3	-7	-5	0.3	-2
46	NC(=O)c1ccc(NC(=O)CCNC(=O)c2ccco2)cc1	7	-19	0.6	0	0.7	-1.7	3	4	-1	3.0	-1
47	COc1ccccc1NC(=O)C12CCC(C)(C(=O)C1)C2(C)C (stereo unspecified)	3	13	1.3	-1	-3.0	3.0	0	-1	10	2.5	-8
48	CCOC(=O)c1c(C)oc2ccc(OCC(=O)N(CC)CC)cc12	4	-22	0.4	-2	-0.2	0.3	-21	-1	3	0.2	-6
49	Oc1ccc(/C=N/N=C/c2ccc(O)c(O)c2)cc1O	5	4	-4.0	1	-3.0	-0.1	3	-1	4	34*	3
50	CN(Cc1c(C(=O)N/N=C/c2cccc(O)c2)nnn1-c1nonc1N)C1CCCCC1	-1	-13	1.8	1	0.6	0.3	-9	-5	8	7.0	-1
51	CCOC(=O)CN1CC23C=CC(O2)C(C(=O)Nc2ccc(F)c(C)c2)C3C1=O (stereo unspecified)	27	-11	0.6	1	1.1	0.3	12	-2	-1	2.8	9

# Assay outcomes from PubChem.
